OPRM1-OPRD1 ag: agonists of human mu-delta opioid receptor heterodimerization; P35372+P41143; cells, OPRM1-OPRD1 heterodimerization, luminescence; activation, % at 9.3 µM; actives 0.3% (n = 340,000); AID 504326; in the data active = activation above about 18%;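 note: 0% = vehicle-treated cells and 100% = reference agonist; values of inactives mirror those of a sister screen read the other way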
PKA-R1A act: activates the PKA-R1A holoenzyme complex. P00514+P68181. PKA-R1A dissociation, Cy5-IP20 fluorescence polarization; scaled: DMSO 0%, 113 µM cGMP 100%. activation, % at 11.4 µM. actives 0.083% (n = 340,000);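 active = percent activation above the mean of all tested compounds plus 3 SD, cut at about 19% in these data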;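 note: higher means more PKAc released from R1A so a rise in polarization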
V-ATPase pHluor: regulators of yeast V-ATPase proton transport | S. cerevisiae, pHLuorin cytosolic pH fluorescence | response, % at 10 µM | actives 0.37% (n = 350,000); in the data active = response mostly above about 7.3%, no sharp cut-off; inactive = mostly below about 5.4%; note: actives read high; inactives centre near 0; some compounds called inactive have numbers as strong as hits; reference of the scale not given here
HTR5A inv ctr: inverse agonist of human HTR5A in OPRM1-OPRD1 counter-screen; actives 0.083% (n = 340,000); HTR5A cell line, luminescence, inverse agonism; inhibition, % at 9.3 µM; P47898; in the data active = inhibition mostly above about 23%, no sharp cut-off; inactive = mostly below about 18%;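 note: 0% = cells with DMSO and 100% = no-cell wells with DMSO; some compounds called inactive have numbers as strong as hits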
Target sequence (P47898 whole entry, looked up): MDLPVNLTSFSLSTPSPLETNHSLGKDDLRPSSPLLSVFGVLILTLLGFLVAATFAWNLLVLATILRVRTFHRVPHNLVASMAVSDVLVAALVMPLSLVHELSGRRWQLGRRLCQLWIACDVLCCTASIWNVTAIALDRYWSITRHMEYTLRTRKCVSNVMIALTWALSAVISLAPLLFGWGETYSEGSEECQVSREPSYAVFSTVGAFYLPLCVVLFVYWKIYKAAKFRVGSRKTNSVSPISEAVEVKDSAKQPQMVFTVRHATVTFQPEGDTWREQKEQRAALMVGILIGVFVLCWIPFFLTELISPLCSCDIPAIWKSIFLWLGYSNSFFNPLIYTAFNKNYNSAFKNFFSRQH
HTR5A ag ctr: activates human HTR5A in OPRM1-OPRD1 agonist counter-screen | P47898 | HTR5A agonist assay, luminescence, cell-based | activation, % at 9.3 µM | actives 0.61% (n = 340,000); in the data active = activation mostly above about 9.5%, no sharp cut-off; inactive = mostly below about 7.6%;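 note: 0% = cells with vehicle only and 100% = reference agonist; strong numbers were not always called active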
DAGLB inhibitor: blocks human DAGLB lipase activity; Q8NCG7; HEK293T DAGLB membrane lysate, EnzChek fluorogenic substrate; inhibition, % at 5.17 µM; actives 0.059% (n = 340,000); in the data active = inhibition above about 34%;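 note: 0% = enzyme with vehicle and 100% = wells lacking enzyme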
Target sequence (Q8NCG7 whole entry, looked up): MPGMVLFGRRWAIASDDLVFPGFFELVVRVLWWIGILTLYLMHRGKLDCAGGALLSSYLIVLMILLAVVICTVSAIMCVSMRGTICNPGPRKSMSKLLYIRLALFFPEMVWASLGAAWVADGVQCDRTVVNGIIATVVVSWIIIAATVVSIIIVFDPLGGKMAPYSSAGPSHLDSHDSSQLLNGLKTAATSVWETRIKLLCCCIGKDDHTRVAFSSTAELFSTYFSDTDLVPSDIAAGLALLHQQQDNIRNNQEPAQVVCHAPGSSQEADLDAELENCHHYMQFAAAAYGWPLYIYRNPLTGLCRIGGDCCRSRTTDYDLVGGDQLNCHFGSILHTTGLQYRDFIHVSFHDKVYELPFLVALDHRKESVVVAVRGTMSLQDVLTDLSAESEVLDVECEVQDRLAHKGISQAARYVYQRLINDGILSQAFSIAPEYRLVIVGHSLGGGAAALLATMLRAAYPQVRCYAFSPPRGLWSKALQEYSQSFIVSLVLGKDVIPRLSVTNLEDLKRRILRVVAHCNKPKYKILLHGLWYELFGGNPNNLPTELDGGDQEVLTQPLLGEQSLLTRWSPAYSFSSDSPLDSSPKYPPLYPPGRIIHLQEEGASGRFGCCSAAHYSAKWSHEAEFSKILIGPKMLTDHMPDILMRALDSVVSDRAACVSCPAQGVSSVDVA
Pemphigus Ab inh: blocks pemphigus antibody binding to human desmoglein-3; P32926; DSG3-coupled beads, scFv-anti-DSG3-GFP binding, flow cytometry; stronger effect = lower value; binding (percent of control), % at 10 µM; actives 0.48% (n = 310,000); AID 588358;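 active = binding more than 3 SD below its plate's average and above zero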;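 note: hits lower antibody fragment binding to DSG3; some compounds called inactive have numbers as strong as hits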
PKA-R2B act: PKA-R2B complex activation; P22694+P31323; PKA-R2B holoenzyme dissociation, Cy5-IP20 fluorescence polarization; R2B truncated from residue 108, S112A mutant; 0% DMSO only, 100% 113 µM cGMP; activation, % at 11.4 µM; actives 0.079% (n = 340,000);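 active = activation above a cutoff set at the mean over all compounds plus 3 SD, cut at about 18% in these data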;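 note: higher means more holoenzyme dissociation and a rise in polarization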
Arrestin-AP2 inh: human beta-arrestin and AP2 interaction inhibition | inhibition, % at 10 µM | FITC-arrestin peptide / GST-AP2 beads, flow cytometry; AP2 beta2 appendage carries R879A mutation | actives 0.31% (n = 340,000);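 active = inhibition above a set limit, near 3 SD of compounds lacking own fluorescence, cut at about 54% in these data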;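 note: plate controls were DMSO wells for no effect and 5 µM unlabelled arrestin peptide for full effect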
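Assay system: GST-AP2 R879A bound to glutathione beads, E. coli-expressed; Medium: PBS with 0.05% Tween 20 and 0.1% BSA; Also added: fluorescein-tagged arrestin peptide at 50 nM final; Timing: 12 min plus 1 h, RT; Measured by: flow cytometry, FL1 (488/535 nm); Evaluation: percent drop in bead-associated FITC signal.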
MOR-DOR inv ag: mu-delta opioid heterodimer inverse agonism | P35372+P41143 | inhibition, % at 9.3 µM | cell-based MOR-DOR heterodimer luminescence | actives 0.21% (n = 340,000); in the data active = inhibition above about 22%, passing the limit was not always enough;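 note: 0% = cells with DMSO and 100% = wells without cells with DMSO; values of inactives mirror those of a sister screen read the other way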
An asterisk follows results filed as active; . = not tested or not shown. This is a random part of the collection; about 2.4% have a hit in one of these screens.

SMILES	OPRM1-OPRD1 ag	PKA-R1A act	V-ATPase pHluor	HTR5A inv ctr	HTR5A ag ctr	DAGLB inhibitor	Pemphigus Ab inh	PKA-R2B act	Arrestin-AP2 inh	MOR-DOR inv ag
CSC1=C(C#N)C(c2ccc(C(C)C)cc2)CC(=O)N1 (configuration not stated)	-1.3	12	-5	5	-2	-2	99	4	15	8
Cc1ccc(CSCC(=O)Nc2cc(S(=O)(=O)N3CCOCC3)ccc2OCC(F)(F)F)cc1	-3.4	-8	-4	14	1	-8	.	-9	-13	13
O=C(c1ccc(Cl)c(NC2=NC3CS(=O)(=O)CC3S2)c1)N1CCN(c2ccccc2)CC1 (configuration not stated)	-0.2	-11	1	5	-1	0	98	-1	26	1
CSc1cccc(NC(=O)Cc2ccccc2[N+](=O)[O-])c1	-2.4	-6	4	-2	1	-2	85	1	38	12
O=C1CC(c2ccccc2)NN1 (configuration not stated)	-0.3	6	2	-18	7	5	100	-1	1	2
CCC1Sc2ccc(S(=O)(=O)CCC(=O)NCc3ccco3)cc2NC1=O (configuration not stated)	-2.7	-2	-4	-11	1	2	103	0	-9	14
COc1ccc(Cc2nc3ccc(C(=O)NCc4cc(C)no4)cc3o2)cc1OC	-7.1	-5	-1	17	8	-2	107	-8	-5	23
CN(C)S(=O)(=O)c1cccc(NC(=O)c2ccc(COc3ccccc3)cc2)c1	1.3	-6	1	13	-4	-1	100	-8	2	-6
Cc1ccccc1C(=O)NNC(=O)Cc1cccc2ccccc12	0.7	-1	1	-15	2	-7	97	0	10	-4
COc1ccc(C(CC(=O)N2CCCC2)c2ccc(F)cc2)cc1 (configuration not stated)	-1.3	-4	2	-2	1	-2	86	1	-6	7
Cc1cn(CC(=O)NCCCn2ccnc2)c(=O)[nH]c1=O	-3.1	-1	-1	-1	0	-3	98	5	-3	14
N#CCCN(C(=O)COC(=O)c1ccc2c(c1)OCO2)c1ccccc1	-1.9	-2	-2	12	-5	-1	.	-2	-8	8
CSCCC(NC(=O)c1ccccc1Cl)C(=O)NNC(=O)c1csc(N2CCOCC2)n1 (configuration not stated)	-0.7	-8	-1	-9	4	1	98	-2	-1	4
COc1ccc2c(c1)S/C(=C\C(=O)c1ccncc1)N2C	-1.0	-1	0	-7	0	-2	98	13	91*	6
COc1ccc(OCCC(=O)NCC23CC4CC(CC(C4)C2)C3)cc1	1.7	-1	0	9	-2	-6	103	9	10	-8

Molecules from the list above that have a Cl atom (2):
SMILES	OPRM1-OPRD1 ag	PKA-R1A act	V-ATPase pHluor	HTR5A inv ctr	HTR5A ag ctr	DAGLB inhibitor	Pemphigus Ab inh	PKA-R2B act	Arrestin-AP2 inh	MOR-DOR inv ag
O=C(c1ccc(Cl)c(NC2=NC3CS(=O)(=O)CC3S2)c1)N1CCN(c2ccccc2)CC1 (configuration not stated)	-0.2	-11	1	5	-1	0	98	-1	26	1
CSCCC(NC(=O)c1ccccc1Cl)C(=O)NNC(=O)c1csc(N2CCOCC2)n1 (configuration not stated)	-0.7	-8	-1	-9	4	1	98	-2	-1	4

(listing goes on)
SMILES	OPRM1-OPRD1 ag	PKA-R1A act	V-ATPase pHluor	HTR5A inv ctr	HTR5A ag ctr	DAGLB inhibitor	Pemphigus Ab inh	PKA-R2B act	Arrestin-AP2 inh	MOR-DOR inv ag
Cn1ccsc1=NC(=O)c1ccccc1OC(F)F	-3.0	8	1	14	-2	-1	104	8	0	16
COCCNC(=O)/C(C#N)=C/c1cc(C)n(-c2ccc(C)cc2)c1C	-0.7	-10	11	-2	1	0	108	-10	20	4
CCc1nc(N2CCOCC2)c(C#N)c2c1COC(C)(C)C2	-1.4	0	-3	-12	4	1	103	-5	14	8
O=C(C(c1ccccc1)c1ccccc1)N1CCCc2ccccc21	-0.8	1	-1	-14	-1	-7	.	-3	28	5
CC1(C)CC2(CC(C)(C)NC(=O)N2)NC(=O)N1	-0.8	-5	-1	-6	0	0	98	1	-16	5
C=CCn1cc(-c2ccccc2)cc(C#N)c1=O	-0.2	5	0	-15	-2	-4	98	-9	7	1
CCCN1CCN(C(=S)Nc2ccc([N+](=O)[O-])cc2)CC1	0.1	-1	-5	0	0	0	106	1	2	-1
COC(=O)C1=C(C(=O)OC)[C@]2([C@@H]3CC=CCN[C@@H](Cc4ccccc4)C(=O)N3Cc3ccccc3)C=C[C@H]1O2	-1.5	10	-3	1	0	-1	97	-7	-1	8
COc1ccc(CCNC(=O)CN(CCc2ccccc2)S(C)(=O)=O)cc1OC	-0.4	4	1	14	-5	1	104	6	12	2
Cc1ccc(-c2nn(-c3ccccc3)cc2/C=C(\C#N)C(=O)NCc2ccccc2)cc1	-2.4	-8	-1	-6	5	-2	109	-10	11	12
COc1cccc(CN(C)C(=O)C2CSC3(C)CCC(=O)N23)c1OC (configuration not stated)	-1.0	-2	-3	1	-1	-1	94	-2	-4	4
CCCc1cc(C(=O)Nc2cc(OC)ccc2OC)cs1	-1.3	-4	-4	-9	1	-2	92	-1	-7	7
COc1ccc(NC(=S)NCCC(c2ccccc2)c2ccccc2)c(OC)c1	0.5	3	2	-2	-1	1	.	1	35	-3
CCOC(=O)c1ccc(NC(=O)Oc2cc(C)c(Cl)cc2C(C)C)cc1	8.6	-8	0	-36	9	-6	90	-2	2	-50
Cc1cccc2cc(COC(=O)c3ccco3)c(=O)[nH]c12	-1.4	-2	-1	-38	-3	-6	95	-12	-10	8

Ordered by molecular weight (high to low): part of the list above.
SMILES	OPRM1-OPRD1 ag	PKA-R1A act	V-ATPase pHluor	HTR5A inv ctr	HTR5A ag ctr	DAGLB inhibitor	Pemphigus Ab inh	PKA-R2B act	Arrestin-AP2 inh	MOR-DOR inv ag
COc1ccc(CCNC(=O)CN(CCc2ccccc2)S(C)(=O)=O)cc1OC	-0.4	4	1	14	-5	1	104	6	12	2
COc1ccc(NC(=S)NCCC(c2ccccc2)c2ccccc2)c(OC)c1	0.5	3	2	-2	-1	1	.	1	35	-3
O=C(C(c1ccccc1)c1ccccc1)N1CCCc2ccccc21	-0.8	1	-1	-14	-1	-7	.	-3	28	5
CCCc1cc(C(=O)Nc2cc(OC)ccc2OC)cs1	-1.3	-4	-4	-9	1	-2	92	-1	-7	7
CCc1nc(N2CCOCC2)c(C#N)c2c1COC(C)(C)C2	-1.4	0	-3	-12	4	1	103	-5	14	8
Cc1cccc2cc(COC(=O)c3ccco3)c(=O)[nH]c12	-1.4	-2	-1	-38	-3	-6	95	-12	-10	8
CC1(C)CC2(CC(C)(C)NC(=O)N2)NC(=O)N1	-0.8	-5	-1	-6	0	0	98	1	-16	5

(listing goes on)
SMILES	OPRM1-OPRD1 ag	PKA-R1A act	V-ATPase pHluor	HTR5A inv ctr	HTR5A ag ctr	DAGLB inhibitor	Pemphigus Ab inh	PKA-R2B act	Arrestin-AP2 inh	MOR-DOR inv ag
O=C(Nc1ccccc1F)c1cccc(C(=O)Nc2ccccc2F)c1	-2.3	-1	0	-12	3	-4	97	-2	-6	12
Cn1c(=O)c2ncn(CC(=O)Nc3ccc(N4CCOCC4)cc3)c2n(C)c1=O	.	-4	-3	.	.	0	102	-3	-3	.
COc1ccccc1C(=O)O/N=C(/C)c1ccc(N2C(=O)C3CCCCC3C2=O)cc1 (configuration not stated)	-0.4	-8	-2	8	4	-1	101	-10	-7	2
CC(=O)CCSc1ncnc2sc(-c3ccccc3)cc12	2.0	-2	-2	-33	1	-10	103	-7	16	-14
CCCC(=O)N(Cc1cccnc1)c1nc2c(OC)ccc(Cl)c2s1	-2.7	-4	-1	20	-2	-1	104	-5	41	14
Cc1[nH]c2ccccc2c(=O)c1CN1CCCCCC1	-0.2	-11	0	-4	1	-2	102	2	11	1
CCc1c(C)nc(Nc2nc(C)c3ccc(OC)cc3n2)[nH]c1=O	0.0	-3	0	11	0	0	95	7	3	0
C#CCSc1nnc(-c2cccc3ccccc23)o1	1.6	-5	-3	-11	4	-8	102	-2	8	-9
O=[N+]([O-])c1cc(S(=O)(=O)N2CCCC2)ccc1N/N=C/c1ccncc1	2.1	-1	0	15	1	1	102	-1	-23	-10
O=C1CCc2cc(S(=O)(=O)NCc3ccccc3Cl)cc3c2N1CC3	-1.1	8	-2	3	-1	-1	.	-4	47	6
COc1cc(/C=N/NC(=O)CCc2c(C)n[nH]c2C)cc(OC)c1OC	-0.5	14	0	-7	3	1	.	3	-15	3
Cc1ccc(NC(=O)CN2C(=O)COc3ccc(S(=O)(=O)N4CCOCC4)cc32)cc1N(C)C	-1.1	7	3	-19	-3	-1	106	2	-13	6
CN1CCN(S(=O)(=O)c2cccc(C(=O)Nc3cc(Cl)ccc3N3CCOCC3)c2)CC1	-0.7	-10	-4	23	-9	2	107	-13	-11	5
CCCCC(=O)N/N=C(C)/C=C/c1ccccc1F	.	-5	-2	.	.	-3	95	-6	-8	.
Cc1ccc(S(=O)(=O)Nc2ccc(=O)n(Cc3ccc(Cl)c(Cl)c3)c2)cc1	-1.7	11	0	-15	-1	7	95	-9	-2	9
O=C(/C=C/c1ccccc1)NC(NC(=S)Nc1cccc(O)c1)C(Cl)(Cl)Cl (configuration not stated)	-3.5	-7	3	6	-2	-4	115	-8	0	18
CNC(=S)N/N=C/c1cc(C)ccc1C	-1.2	-2	0	-14	5	0	83	-12	47	5
COCCn1c(SCC(=O)N2CCOCC2)nc2c(c1=O)SCC2	-3.0	-13	0	-8	3	1	100	-3	-12	16
CC(C)(C)c1ccc(/C=C/C(=O)N2CCCCC2)cc1	1.4	-20	4	20	-3	-4	103	-14	9	-10
O=C(CSc1nc(-c2ccco2)cc(C(F)(F)F)n1)Nc1ccc2c(c1)CCC2	-0.6	-8	6	-3	-3	-5	118	-5	19	3
C=CCNC(=O)c1ccc(N(Cc2ccccc2)S(C)(=O)=O)cc1	-1.5	-8	-3	6	-2	-3	114	-9	17	7
Clc1ccc(-n2nnnc2SCc2cn3ccccc3n2)cc1	-1.2	-18	0	4	-2	-4	96	0	-4	7
CN(C)S(=O)(=O)c1cccc(-c2csc(=Nc3ccccc3)n2CCCN2CCOCC2)c1	-2.6	-2	0	-16	5	0	90	-6	-4	13
O=C(CN(C(=O)CNC(=O)c1cccs1)c1ccc(F)cc1)NC1CCCCC1	0.3	5	0	-24	8	1	107	16	28	-3
CCCS(=O)(=O)c1nc(S(=O)(=O)c2ccc(C)cc2)c(N2CCC3(CC2)OCCO3)s1	-1.6	17	0	21	-1	0	92	5	-9	9
CCOC(=O)N1CCN(C2=CC(=O)OC23CCCCC3)CC1	2.2	8	-5	12	-2	0	102	-6	6	-13

Source: PubChem BioAssay (several laboratories)
